ASM inhibitor: inhibitors of human secretory acid sphingomyelinase; P17405; placental ASM, HMU-PC fluorogenic substrate, 60 min; Potency, µM (series often up to 57.5 µM), inactives show at the top dose activity change, negative = inhibition, most hits filed as inhibitors; 340,000 tested, 0.006% active; note: potency is the fitted concentration of half-maximal effect
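qHTS format. ASM enzyme prepared from human placenta hydrolyses the fluorogenic substrate HMU-PC0 (9 uM final) over 60 min at 37 °C after a 10 min compound preincubation.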
MBNL1 CUG block: blocks human MBNL1 binding to CUG repeat RNA; Q9NR56; TR-FRET MBNL1-His/biotin-(CUG)12 binding, 665/545 ratio; Potency, µM (series often up to 57.5 µM), for the others: top-dose activity change, negative = inhibition, actives largely listed as inhibitors; AID 2675; 280,000 tested, 0.036% active; active = well fitted inhibition curve with a large enough effect in the signal ratio, with a control signal flat, not every such curve was filed as active; inconclusive = small, poorly fitted or top-dose-only effect, or effect the other way, or a change in a side signal; inactive = no such curve, though single readings can be large or run the other way; the % refers to the signal ratio; note: potency is the fitted concentration of half-maximal effect; % is set by controls: 0 for no effect and ±100 for the full control effect
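Inhibition of protein-RNA binding appears as loss of TR-FRET between terbium anti-His antibody on MBNL1-His and streptavidin-XL665 on biotin-(CUG)12. Activity is normalized to buffer-only and uninhibited-complex controls.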
Menin MLL FP TR: displaces Texas Red mutant MLL peptide from human menin; O00255; Menin + Texas Red MLL mutant peptide, fluorescence polarization; Potency, µM (titrated, usually from 61.6 µM), without a hit: at the top dose FP activity change, negative = inhibition, actives largely listed as inhibitors; 270,000 tested, 0.23% active; AID 1768; active = well fitted inhibition curve with a large enough effect in the polarisation, with a control signal flat, not every such curve was filed as active; inconclusive = small, poorly fitted or top-dose-only effect, or effect the other way, or a change in a side signal; inactive = no such curve, though single readings can be large or run the other way; the % refers to the polarisation; note: potency is the fitted concentration of half-maximal effect; % of control where 0% means no effect; many of its hits are not listed in these tables
Target sequence (O00255 whole entry, looked up): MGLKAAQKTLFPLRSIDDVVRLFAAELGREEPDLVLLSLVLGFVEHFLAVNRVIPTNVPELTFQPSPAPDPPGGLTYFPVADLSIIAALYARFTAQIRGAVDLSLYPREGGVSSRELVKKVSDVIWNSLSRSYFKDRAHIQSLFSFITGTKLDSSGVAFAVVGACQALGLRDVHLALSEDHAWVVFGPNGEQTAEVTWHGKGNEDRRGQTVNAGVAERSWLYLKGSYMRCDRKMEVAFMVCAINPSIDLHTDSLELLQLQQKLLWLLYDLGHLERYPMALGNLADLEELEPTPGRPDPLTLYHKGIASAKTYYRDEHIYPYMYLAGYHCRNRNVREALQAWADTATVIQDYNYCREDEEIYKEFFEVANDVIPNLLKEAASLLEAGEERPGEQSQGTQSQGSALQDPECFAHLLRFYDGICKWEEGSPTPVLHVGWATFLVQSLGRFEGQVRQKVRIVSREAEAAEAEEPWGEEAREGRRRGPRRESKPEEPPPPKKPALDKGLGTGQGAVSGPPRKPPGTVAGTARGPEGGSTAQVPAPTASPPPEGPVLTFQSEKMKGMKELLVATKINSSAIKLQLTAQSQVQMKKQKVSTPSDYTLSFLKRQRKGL
TSHR antagonist: blocks TSH signaling through the human TSH receptor; P16473; TSHR-expressing cells, TSH-stimulated cAMP HTRF, 2 h; hits give low values; activity change, negative = inhibition, % at 11.5 µM; 330,000 tested, 0.2% active; AID 504810;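 active = activity change below a set negative limit, meaning inhibition stronger than a set level, cut at about -70% in these data; inconclusive = activity change between two set negative limits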; note: % is set by controls: 0 for no effect and ±100 for the full control effect
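Freshly harvested TSHR cells receive pin-tooled compound, then EC80 TSH at 4nM final. After 2 hours at 37 deg C, antibody in lysis buffer and cAMP-d2 are added; 30 minutes at ambient temperature precede the HTRF read.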
TCR activator: activators of T cell receptors | primary human leukocytes, anti-CD3, IL-2 HTRF, 48 h | Potency, µM (highest dose often 9.22 µM), inactives show top-dose activation of IL-2 secretion, usual class: activators | 330,000 tested, under 10 active | AID 504894; note: % of control where 0% means no effect
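IL-2 release read by HTRF sandwich (Eu cryptate donor, d2 acceptor, 665 nm emission) after 48 hr exposure of primary human leukocytes to compound together with anti-CD3 beads in the absence of co-stimulatory signals.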
Mito fusion act: inhibitors of mitochondrial division or activators of mitochondrial fusion | 320,000 tested, 0.23% active | Potency, µM (doses to about 46.1 µM), for inactives: at the top dose growth rescue (activation), actives largely listed as activators | S. cerevisiae fusion-defective mutant growth rescue, CellTiterGlo 48 h;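 note: potency is the fitted concentration of half-maximal effect; % of control where 0% means no effect; nearly all actives have a fitted effect of over 45% in size; temperature-sensitive fusion mutants such as fzo1-1 at 37 °C on non-fermentable ethanol glycerol medium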
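Read-out: ATP-based luminescence (CellTiterGlo, 10 min ambient) reporting growth of fusion-defective ts yeast after 48 hours at 37C on glycerol/ethanol YPEG medium in the presence of compound.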
Integrin act MD: integrin-mediated muscular dystrophy alleviation activation. alpha7betagal myoblasts, beta-gal FDG fluorescence, 48 h. Potency, µM (top dose mostly 38.3 µM), for the others: at the highest dose activation, most hits filed as activators. 350,000 tested, 0.064% active;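 note: potency is the fitted concentration of half-maximal effect; 100% = response of the positive control SU9516; nearly all actives have a fitted effect of over 60% in size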
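alpha7betagal+/- myoblasts (passage 13, 250/well) treated 48 h at 37C with compounds at 1:260 dilution of DMSO stock. Lysed, then beta-galactosidase activity read as FDG fluorescence (ex 480/em 540) after 30 min, with pre-read for autofluorescence.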
A-T KAP1 phos: candidate therapy for ataxia-telangiectasia | […] A-T fibroblasts, KAP-1 phosphorylation AlphaLISA; neocarzinostatin DNA damage 30 min before lysis | 320,000 tested, 0.19% active | Potency, µM (doses to about 57.5 µM), for the others: top-dose activation, most hits filed as activators | AID 485349; note: potency is the fitted concentration of half-maximal effect; % of control where 0% means no effect; nearly all actives have a fitted effect of over 45% in size
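ATM-like activity read as KAP-1 phosphorylation via AlphaLISA donor/acceptor antibody pairs after lysis and 6 hr at 25C. Cells were ATM-null patient fibroblasts ([…], hTERT), dosed 60 min, then exposed to the DSB inducer NCS for 30 min.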
CXXC DNA block: inhibitors of human MLL CXXC domain-DNA interaction; MLL-CXXC / FITC-HOXA9 DNA fluorescence polarization; Potency, µM (highest dose often 115 µM), without a hit: at the top dose activity change, negative = inhibition, most hits filed as inhibitors; 290,000 tested, 0.037% active; AID 2662; active = well fitted inhibition curve with a large enough effect in the polarisation, with a control signal flat, not every such curve was filed as active; inconclusive = small, poorly fitted or top-dose-only effect, or effect the other way, or a change in a side signal; inactive = no such curve, though single readings can be large or run the other way; the % refers to the polarisation; note: potency is the fitted concentration of half-maximal effect
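Steps: dispense CXXC domain solution (7 uM) → pin compounds or unlabeled HOX-A9 DNA control → 5 min ambient → add FLSN-HOX-A9 solution (50 nM) → spin → 30 min ambient → fluorescence polarization. Tris pH 7.5/NaCl/DTT/BSA buffer.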
PTAP TSG101 blk: blocks PTAP/TSG101 interaction to inhibit HIV-1 budding; Q99816; Fluorescence polarization, FITC-PTAP peptide / Tsg101 binding; Potency, µM (top dose mostly 115 µM), without a hit: top-dose activity change, negative = inhibition, actives largely listed as inhibitors; 340,000 tested, under 10 active; AID 493005; active = well fitted inhibition curve with a large enough effect in the main read-out, with a control signal flat, not every such curve was filed as active; inconclusive = small, poorly fitted or top-dose-only effect, or effect the other way, or a change in a side signal; inactive = no such curve, though single readings can be large or run the other way; note: potency is the fitted concentration of half-maximal effect; % of control where 0% means no effect
Target sequence (Q99816 whole entry, looked up): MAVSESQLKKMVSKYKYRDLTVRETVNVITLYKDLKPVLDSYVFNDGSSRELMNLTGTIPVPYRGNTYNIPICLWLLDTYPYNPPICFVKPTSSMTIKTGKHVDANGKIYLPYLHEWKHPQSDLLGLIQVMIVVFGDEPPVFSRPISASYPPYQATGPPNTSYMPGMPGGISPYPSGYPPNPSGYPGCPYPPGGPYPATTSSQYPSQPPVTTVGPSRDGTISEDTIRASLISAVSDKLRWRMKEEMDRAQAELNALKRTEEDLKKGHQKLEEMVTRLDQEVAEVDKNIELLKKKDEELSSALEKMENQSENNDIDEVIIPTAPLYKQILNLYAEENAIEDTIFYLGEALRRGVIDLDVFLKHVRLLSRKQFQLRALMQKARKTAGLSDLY
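Steps: Tsg101 binding domain dispensed (10 uM final), compounds pinned in DMSO, FITC-labeled PTAP-motif peptide added (50 nM final); after 20 min binding at room temperature, polarization measured.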
* marks the source's active call; other numbers are inactive results; ? = inconclusive; / = no result given; [ ] = dose if it differs, or a comment. Unless noted, calls come from the whole dose curve; as a rule, active = well fitted curve in the direction sought with a large enough effect; inconclusive = small, poorly fitted or top-dose-only effect, or another doubt; inactive = no such curve, though single readings can be large; an effect the other way counts as inactive or inconclusive.

SMILES | ASM inhibitor | MBNL1 CUG block | Menin MLL FP TR | TSHR antagonist | TCR activator | Mito fusion act | Integrin act MD | A-T KAP1 phos | CXXC DNA block | PTAP TSG101 blk
N#CC1=C(N)NC(SCC(=O)Nc2ccccc2)=C(C#N)C12CCCCC2 | -3.3% | -3.6% | ? | -16.0 | 1.6%[46.1 µM] | 0.0% | -34.4% | 5.2% | 7.4% | -4.9%
Oc1c(CN2CCOCC2)cc(COCc2ccccc2)c2cccnc12 | -1.1% | 25.3% | -0.8% | 2.9 | -9.2%[46.1 µM] | -7.7% | -53.4%[inhibitor] | -3.1% | -0.3% | 0.0%
COc1ccc(NC(=O)C2CC(=O)N=C(N)S2)cc1 (stereo not drawn) | 0.7% | 0.4% | -4.9% | -4.7 | 0.7% | -1.8% | -17.4% | -1.6% | -1.0% | -2.2%
Cc1noc(C)c1COC(=O)c1ccc2c(c1)S(=O)(=O)c1ccccc1C2=O | -4.5% | ? | 5.6% | -10.9 | 2.2% | -2.7% | 3.6% | -4.3% | 5.6% | -4.4%
CCCNC(=O)CC1C(=O)N(Cc2ccccc2)C(C)c2nc3ccccc3n21 (stereo not drawn) | 1.7% | 1.5% | / | -6.1 | -7.3% | -2.1% | -8.6% | 0.5% | -1.0% | -2.6%
COc1cccc(NC(=O)c2ccccc2N2C(=O)C3C4C=CC(C5CC45)C3C2=O)c1 (stereo not drawn) | 5.4% | 0.0% | 8.9% | 12.4 | 4.0% | -6.5% | 21.0% | -2.9% | 11.9% | -11.9%
COc1ccc(C/C(C)=N\NC(=O)c2c[nH]c3ccccc23)cc1OC | -1.7% | 2.3% | / | -2.2 | -8.1% | -4.9% | ? | -7.7% | -1.6% | -2.9%
CC(OC(=O)CNC(=O)C12CC3CC(CC(C3)C1)C2)C(=O)Nc1ccc(N2CCOCC2)cc1 (stereo not drawn) | -0.7% | -0.2% | ? | 2.3 | -7.6% | 0.4% | 21.2% | / | -11.2% | -5.6%
CC(=O)Nc1ccc(-c2csc(NC(=O)CC(NC(C)=O)c3ccccc3)n2)cc1 (stereo not drawn) | 4.5% | 6.5% | ? | 6.8 | -27.9% | 2.5% | -11.3% | -4.2% | 16.6% | 2.6%
CCSc1nnc(NC(=O)C(CC)(C(F)(F)F)C(F)(F)F)s1 | 0.1% | -5.2% | ? | -13.0 | 1.1% | 16.3% | 0.0% | -2.0% | 0.4% | -9.0%
O=C(Nc1ccncc1NC(=O)c1cccc([N+](=O)[O-])c1)c1cccc([N+](=O)[O-])c1 | -2.5% | 5.0% | 22.5% | 4.8 | -0.5% | -3.8% | 1.7% | -0.2% | 10.2% | -3.6%
O=C(NC1CCc2ccccc21)C12CN(Cc3ccccc3)CC1C(c1cccc([N+](=O)[O-])c1)=NO2 (stereo not drawn) | 2.4% | 17.6% | 0.9% | -11.7 | 6.4% | 16.8% | 25.3% | 16.7% | -1.9% | 0.5%
CCNC(=O)CNC(=O)c1nn(Cc2ccccc2)c(=O)c2ccccc12 | 3.5% | 4.6% | / | 6.4 | -3.8% | 7.0% | -34.8% | -1.5% | -6.6% | 5.3%
COc1ccc(C2=NOC(C(=O)Nc3cccc(O)c3)C2)cc1 (stereo not drawn) | 26.6% | -0.9% | 1.8% | 3.3 | -1.7% | 0.5% | 37.3% | -2.7% | -3.1% | -6.1%
O=C(Nc1ccc(N2CCOCC2)cc1)c1cccc(S(=O)(=O)N2CCC(Cc3ccccc3)CC2)c1 | -2.0% | -4.6% | ? | -12.2 | 4.6% | 0.0% | -8.1% | 1.2% | 12.9% | -0.7%
Cc1ccccc1-n1c(SCc2cccc(F)c2)nc2[nH]ncc2c1=O | -0.1% | -3.2% | 38.5%[activator] | 6.6 | -0.9%[46.1 µM] | 11.4% | -20.5% | 5.1% | 4.6% | -1.2%
COc1cc(/C=C(/C(=O)c2cccs2)c2nc3ccccc3[nH]2)cc(OC)c1O | ? | -1.5% | 35.9%[activator] | -12.0 | 2.9% | -2.9% | -65.4%[inhibitor] | 3.7% | 3.0% | -3.2%
Cc1cc2c(cc3c(=O)n(CC(=O)NCCCN4CC(C)CC(C)C4)ncn32)s1 (stereo not drawn) | -2.5% | 3.1% | / | 29.8 | 10.7% | 0.2% | 20.2% | 7.0% | 44.4%[activator] | -6.3%
COc1ccc(S(=O)(=O)N2CCOCC2)cc1NC(=O)COC(=O)c1ccc(C)s1 | -2.4% | / | 15.9% | 1.3 | -2.2% | -1.2% | -4.1% | 0.2% | 89.7%[activator] | -0.6%
CCOC(=O)N1CCN(C(=O)c2cc3c(ccc4ccccc43)oc2=O)CC1 | 203.6% | ? | -1.9% | -7.5 | 1.4% | 1.0% | 15.1% | 2.7% | -2.0% | -2.6%
C=CCn1ccc2c([N+](=O)[O-])cccc2c1=O | 1.0% | / | -10.3% | 1.4 | -1.4% | 26.9% | 11.6% | -4.3% | 10.5% | -1.0%
CCC(CC)C(=O)Nc1cc([N+](=O)[O-])ccc1Cl | -0.6% | / | -7.3% | -11.2 | -5.4% | -6.1% | -16.0% | 1.9% | -4.2% | 0.1%
CCOC(=O)c1c(C(F)(F)C(F)(F)C(F)(F)C(F)(F)F)n[nH]c1C | 1.1% | -3.6% | 17.4% | 7.2 | -1.8% | 1.6% | -4.2% | / | ? | ?
O=S(=O)(Nc1cccc(CCc2ccccn2)c1)c1ccc2ccccc2c1 | 3.3% | -1.8% | -19.1% | -16.6 | 0.4% | ? | 4.7% | 6.6% | -3.7% | -5.5%
CC(=O)Oc1ccc2c(C)cc(=O)[nH]c2c1 | 455.2%[activator] | -0.2% | 4.3% | -2.8 | -1.2% | 1.2% | 20.6% | 2.8% | 12.5% | -9.9%

Ordered by the number under ASM inhibitor (smallest number first): some entries from above
compound,ASM inhibitor
COc1ccc(S(=O)(=O)N2CCOCC2)cc1NC(=O)COC(=O)c1ccc(C)s1,-2.4%
O=C(Nc1ccc(N2CCOCC2)cc1)c1cccc(S(=O)(=O)N2CCC(Cc3ccccc3)CC2)c1,-2.0%
Cc1ccccc1-n1c(SCc2cccc(F)c2)nc2[nH]ncc2c1=O,-0.1%

Further compounds:
SMILES | ASM inhibitor | MBNL1 CUG block | Menin MLL FP TR | TSHR antagonist | TCR activator | Mito fusion act | Integrin act MD | A-T KAP1 phos | CXXC DNA block | PTAP TSG101 blk
NS(=O)(=O)c1ccc(-c2ccc(C=C3C(=O)c4ccccc4C3=O)o2)cc1 | 2.9% | 12.4% | ? | -4.4 | -7.4% | 1.4% | 0.9% | -5.9% | 5.9% | -1.3%
C[C@H](CO)N1C[C@H](C)[C@@H](CN(C)Cc2ccccc2)Oc2c(NC(=O)C3CC3)cccc2C1=O | 0.3% | / | / | -11.7 | 6.7% | / | 17.2% | 1.2% | / | 1.3%
Cc1nn(C(C)(C)C)c(OC(=O)c2cccs2)c1S(=O)(=O)c1ccccc1 | -19.7% | -2.9% | -7.7% | -5.0 | 4.5% | 11.7% | -6.3% | -3.2% | 3.9% | -3.3%
CCn1nnnc1SCC(=O)NC1Cc2ccccc2C1 | 0.3% | -1.7% | / | 0.3 | 3.4% | 2.1% | 6.0% | -10.5% | 5.0% | 0.6%
CCCc1nnc(-c2ccc(OC)cc2)o1 | 4.0% | -18.9% | 3.2% | 0.5 | 9.8%[46.1 µM] | ? | 5.2% | -6.9% | 7.7% | -2.4%
Cc1nn(-c2ccccc2)c(Cl)c1C(=O)NNC(=O)c1ccccc1O | -2.9% | / | / | 3.4 | 8.3% | 11.6% | -20.9% | -1.2% | / | -9.7%
COC(=O)C1(C(=O)OC)NOC2C(=O)N(N(C)c3ncc(C(F)(F)F)cc3Cl)C(=O)C21 (stereo not drawn) | 4.8% | -4.6% | 1.2% | 5.8 | -2.5% | 2.8% | -1.9% | 3.0% | 6.7% | -3.4%
O=C(O)CC(Cn1cnnn1)c1ccccc1 (stereo not drawn) | -0.5% | 14.4% | 1.9%[11.7 µM] | 19.7 | 2.3% | -2.6% | -7.3% | -7.7% | 2.2% | 1.5%
O=C(CSc1nnc(-c2ccco2)n1Cc1ccccc1)NCc1ccccc1 | 1.7% | 2.2% | -12.5% | -0.5 | -2.3%[46.1 µM] | -0.8% | -16.2% | -2.0% | 0.5% | -5.6%
CC(C)Cn1c(SCc2nnc(-c3cccs3)o2)nc(O)cc1=O | -2.6% | 10.6% | ? | -15.2 | 0.5% | 0.5% | 4.7% | 6.5% | 0.7% | -10.3%

Only part of the results is shown (hit frequency here may not be typical).
